PfHsp90 yeast 2 – inhibits growth of yeast expressing Plasmodium falciparum Hsp90. AID 504621. S. cerevisiae expressing PfHsp90, BacTiter-Glo ATP, 48 h; yeast lacking PDR1 and PDR3 efflux regulators. inhibition, % at 9.4 µM. 310,000 compounds, 0.32% hits;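 active = every replicate shows inhibition above about 80%, whatever the replicate mean, limit read from the data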;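 also: 0% = DMSO neutral controls and 100% = 20 µM radicicol positive controls; yeast relying on Plasmodium falciparum Hsp90 in place of its own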
phage Ecoli inh – E. coli growth loss with phage present; growth absorbance; inhibition, % at 11.9 µM; 360,000 compounds, 0.26% hits; in the data active = inhibition above about 11%
E coli growth – bacterial growth inhibition, counter-screen for AddAB inhibitors | E. coli V3065 growth, OD600 absorbance, 18 h | inhibition, % at 11.9 µM | 330,000 compounds, 0.27% hits | AID 449728;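 active = inhibition above the campaign's mean inhibition across all tested compounds plus 3 SD, cut at about 9.9% in these data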;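 also: uninfected addAB+ strain grown without phage in ampicillin broth; 0% = DMSO wells and 100% = ciprofloxacin 0.95 µg/ml wells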
CAL PDZ inh – inhibitors of human CAL PDZ peptide binding; Q9HD26; purified CAL PDZ, TMR-peptide fluorescence polarization, 1 h; inhibition, % at 20 µM; 330,000 compounds, 0.02% hits; AID 504414;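 active = highest replicate inhibition of at least 40%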;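 also: plate controls were DMSO neutral control wells for no effect and unlabeled competitor peptide control wells for full effect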
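material = purified tagged CAL PDZ domain construct (CerCALP) | buffer or medium = sodium phosphate/NaCl buffer pH 7.4 with TCEP, IgG, Thesit | reagent = TMR-labelled reporter peptide T*-PRC34 bound in PDZ groove | incubation = 1 h room-temperature incubation prior to read | measured by = fluorescence polarization (mP) | evaluation = percent inhibition from loss of millipolarization | control set = unlabelled peptide and DMSO controls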
Rtt109 HAT inh – C. albicans Rtt109 histone acetyltransferase inhibition. purified Rtt109/Vps75, ThioGlo CoA-SH fluorescence, 4 h. inhibition, % at 34.9 µM. Q5AAJ8. 330,000 compounds, 0.16% hits;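 active = inhibition of at least 50% in every replicate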
Target sequence (Q5AAJ8 whole entry, looked up): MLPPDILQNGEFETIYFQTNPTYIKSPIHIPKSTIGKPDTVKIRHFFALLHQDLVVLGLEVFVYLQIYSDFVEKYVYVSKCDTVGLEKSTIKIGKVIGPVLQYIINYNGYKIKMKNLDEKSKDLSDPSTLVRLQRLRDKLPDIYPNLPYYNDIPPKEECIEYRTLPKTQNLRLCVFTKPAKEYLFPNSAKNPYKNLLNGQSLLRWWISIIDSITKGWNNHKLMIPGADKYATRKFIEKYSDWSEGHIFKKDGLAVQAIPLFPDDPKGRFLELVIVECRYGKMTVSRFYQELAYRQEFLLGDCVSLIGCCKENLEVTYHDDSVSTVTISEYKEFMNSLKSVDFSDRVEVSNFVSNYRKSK
Wnt bcat act – activates Wnt/beta-catenin signaling in a reporter cell assay; activator, plate reader; activation, % at 9.35 µM; 300,000 compounds, 1.2% hits; in the data active = activation above about 30%, passing the limit was not always enough;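 also: 0% = neutral control wells and 100% = positive control wells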
Tat export inh – inhibitors of E. coli Tat protein transport; E. coli MC4100 TorA-mCherry Tat export, fluorescence; inhibition, % at 10 µM; 340,000 compounds, 0.036% hits; AID 488895;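 active = mean replicate inhibition at least 50% and at least half of replicates individually reaching 50%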;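 also: exported cargo escapes ClpAP degradation while cytoplasmic cargo is degraded and loses fluorescence; 0% = median of neutral control wells and 100% = median of NaSCN control wells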
DAGLB inh – diacylglycerol lipase beta (human) inhibition; Q8NCG7; 340,000 compounds, 0.059% hits; HEK293T DAGLB membrane lysate, EnzChek fluorogenic substrate; inhibition, % at 5.17 µM; in the data active = inhibition above about 34%;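 also: 0% = enzyme with vehicle and 100% = wells lacking enzyme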
PvdQ inh – blocks Pseudomonas aeruginosa PvdQ acylase activity. inhibition, % at 10 µM. purified PvdQ acylase, fluorescence plate reader. 340,000 compounds, 0.063% hits; in the data active = inhibition above about 30%, passing the limit was not always enough;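 also: 0% = vehicle neutral wells and 100% = reference inhibitor wells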
AddAB inh – less growth of phage-infected E. coli with AddAB | E. coli expressing H. pylori AddAB, absorbance growth | inhibition, % at 11.9 µM | 330,000 compounds, 0.29% hits | AID 435030; in the data active = inhibition above about 12%;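 also: 0% = vehicle wells of infected cells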
* marks the source's active call; other numbers are inactive results; . = not tested or not shown.

SMILES	PfHsp90 yeast 2	phage Ecoli inh	E coli growth	CAL PDZ inh	Rtt109 HAT inh	Wnt bcat act	Tat export inh	DAGLB inh	PvdQ inh	AddAB inh
COc1cccc(NC(=O)c2ccc(N3C(=O)C4CCC(C)CC4C3=O)cc2)c1 (stereo unspecified)	13	1.2	-0.8	-3.5	-6	-2	12	-1	-3	0.2
COC(=O)c1ccc(C23CC4(C2)[C@H](CN(C)[C@@H]4c2ccccc2)C3c2ccc(C(F)(F)F)cc2)cc1 (stereo partly specified)	-3	8.0	0.9	0.5	-2	-9	-3	-7	-3	2.7
CCc1ccc(-c2cc3c(=O)n(CC(=O)NCCCN4CCC(Cc5ccccc5)CC4)nc(C)n3n2)cc1	-2	-0.6	-2.1	-3.5	8	4	4	1	-17	1.4
CCc1nnc(NC(=O)c2cc(-c3ccccn3)nc3ccc(Br)cc23)s1	-13	0.9	-0.1	-4.6	-2	1	-10	3	-14	1.3
CC(=O)N1CCOc2ccc(S(=O)(=O)Nc3ccc(Cl)cn3)cc21	24	1.6	-0.2	-1.6	-11	-2	-4	5	10	2.7
COc1cc(C(=O)NCC(=O)NCC(c2ccco2)N2CCCCC2)cc(OC)c1OC (stereo unspecified)	13	1.4	2.5	0.8	14	1	-11	-2	4	1.8
COc1ccc(N2CC(C(=O)Nc3cc(C(F)(F)F)ccc3N3CCCC3)CC2=O)c(OC)c1 (stereo unspecified)	.	2.3	-1.6	-0.9	-5	-2	8	2	-17	0.3
Cc1cccc(C(=O)OCC(=O)N(CC(C)C)c2c(N)n(Cc3ccccc3)c(=O)[nH]c2=O)c1O	.	1.5	3.2	-1.5	13	3	-1	-2	-13	2.1
O=C(C1CCC1)N1CCc2cc(S(=O)(=O)N3CCN(c4ccccn4)CC3)ccc21	0	.	-0.9	-1.9	13	.	5	-2	-6	0.0
COc1cc(NS(=O)(=O)c2c(C)[nH]c(C)c2C(=O)N2CCCCC2)cc(OC)c1OC	2	1.6	0.7	-2.2	11	0	-5	1	11	4.4

The list goes on, overlapping the part above by three compounds.
SMILES	PfHsp90 yeast 2	phage Ecoli inh	E coli growth	CAL PDZ inh	Rtt109 HAT inh	Wnt bcat act	Tat export inh	DAGLB inh	PvdQ inh	AddAB inh
Cc1cccc(C(=O)OCC(=O)N(CC(C)C)c2c(N)n(Cc3ccccc3)c(=O)[nH]c2=O)c1O	.	1.5	3.2	-1.5	13	3	-1	-2	-13	2.1
O=C(C1CCC1)N1CCc2cc(S(=O)(=O)N3CCN(c4ccccn4)CC3)ccc21	0	.	-0.9	-1.9	13	.	5	-2	-6	0.0
COc1cc(NS(=O)(=O)c2c(C)[nH]c(C)c2C(=O)N2CCCCC2)cc(OC)c1OC	2	1.6	0.7	-2.2	11	0	-5	1	11	4.4
O=C(CSc1nnc(NC(=O)c2ccco2)s1)Nc1ccccc1F	32	3.3	2.3	-1.0	.	0	12	2	-1	2.2
O=C(Nc1ccccc1F)c1ccc(Cn2cc(Cl)cn2)cc1	-26	0.6	0.1	-2.3	-3	18	12	-1	-14	6.1
CCOc1cc(NC(=S)NCCCN(C)C)c(OCC)cc1NC(=O)c1cccs1	6	1.2	-1.7	-0.8	5	.	-6	3	0	2.7
COc1ccc(S(=O)(=O)N2CCC(NC(=O)C(Cc3cccc(OC)c3OC)NC(C)=O)CC2)cc1 (stereo unspecified)	2	4.4	1.6	-0.8	-11	0	1	.	-11	0.4
CCCCCCCN1C=CC(=O)CC1	.	-1.3	1.0	-0.7	9	-1	0	-4	-10	5.0
COc1cccc(OCCCCSc2ncccn2)c1	-22	2.3	0.8	-0.8	-1	.	4	-11	2	1.9
CCN1C(=O)[C@H]2[C@H]3CN=C(SCc4ccc(C#N)cc4)N3[C@@](C)(C(=O)OC)[C@H]2C1=O	13	-0.2	-0.7	0.6	4	-2	1	0	-16	-0.2
CN1CCN(S(=O)(=O)c2ccc(C#N)cc2)C(c2ccccc2)C1 (stereo unspecified)	-10	-0.6	-1.4	0.2	-4	-3	5	1	-12	2.5
CC1CCCc2sc3nc(N4CCN(CCO)CC4)n4ncnc4c3c21 (stereo unspecified)	.	-0.9	-1.0	.	1	.	2	0	0	-0.2
Cc1c(C(=O)N2CCN(c3ccc(C(F)(F)F)cn3)CC2)oc2ccccc12	-16	1.3	0.6	-0.3	1	.	8	-8	-3	1.7
COc1ccc(CC(C(=O)Nc2cc(C)ccc2C)/C(N)=N/O)cc1 (stereo unspecified)	8	1.3	-0.6	-0.4	-6	.	-13	-2	1	4.4
CCOC(=O)C[C@H]1c2ccccc2S(=O)(=O)N1Cc1cccc(C(F)(F)F)c1	3	1.7	2.4	0.0	19	-5	5	-7	7	2.1
O=C(NC1CSCC1OC(=O)c1ccccc1)c1ccccc1 (stereo unspecified)	-12	1.2	-0.2	0.6	-1	-1	4	2	-10	2.1
Cc1ccc(C)c(CN2CCN(c3ncccn3)CC2)c1	13	0.9	1.7	-1.9	4	-1	-12	-6	4	4.8
O=C1C=C(c2cc3ccccc3o2)C[C@@H](c2ccc(F)cc2)C1	-19	0.9	-1.1	-3.6	-11	1	-11	-10	-10	1.2
COC(=O)c1sc(NC(=O)CSc2nnnn2-c2cccc(OC)c2)nc1C	-27	-0.8	-2.2	0.5	-5	.	-7	-1	-6	-0.3
Cc1ncc(CO)c(CNc2ccc(Oc3ccccc3)cc2)c1O	17	0.7	.	0.0	0	2	0	-2	-8	.
COc1cc2c(cc1OC)-c1nncn1C(C)(C)C2	19	-0.7	1.4	-1.0	-1	-3	-7	-3	-2	3.1
O=C(CSC(=S)N1CCCC1)N/N=C/c1c(O)[nH]c(=S)[nH]c1=O	11	0.6	1.0	-0.5	7	-1	3	2	-6	2.0
O=C(CSc1cccc(C(F)(F)F)c1)Nc1nnc(C2CC2)s1	-26	0.8	-1.5	-2.8	-3	1	-5	1	-10	2.2
COC(=O)N1c2ccccc2CCc2ccccc21	-37	2.0	-1.0	-0.6	0	1	-3	1	-2	0.5
C=CCOc1ccc(/C(O)=C2\C(=O)C(=O)N(CCN(C)C)C2c2cccs2)cc1 (stereo unspecified)	-6	1.0	-1.0	.	-7	.	-4	-1	-2	-0.5
NC(=O)c1ccc(N2CCC(C(N)=O)CC2)c([N+](=O)[O-])c1	-13	0.1	-0.1	-0.2	10	2	2	1	5	-1.2
CCCCC(=O)NNC(=O)N1c2ccccc2Sc2ccccc21	23	-1.5	-0.7	-1.3	6	3	2	-4	-15	-2.2
COC(=O)c1ccc(-c2noc(CN(Cc3ccncc3)CC3CCCO3)n2)cc1 (stereo unspecified)	3	4.3	-2.2	-1.0	.	-1	7	-2	2	1.2
COc1ccccc1OCC(=O)NC1CCSc2ccccc21 (stereo unspecified)	-7	0.3	1.2	-1.1	6	9	-5	-1	-6	0.7
Cc1[nH]c2ccccc2c1C(=O)CN1C(=O)NC2(CC(C)CC(C)(C)C2)C1=O (stereo unspecified)	14	5.8	0.1	-0.5	-3	.	5	2	-23	1.0
O=C(NCCc1c[nH]c2ccccc12)C(F)(F)C(F)F	15	1.2	3.5	0.4	1	.	1	-1	-16	5.0
CC(C)(C)c1[nH]nc2c1C(c1ccncc1)C(C#N)=C(N)O2 (stereo unspecified)	4	3.9	-0.3	-0.3	-8	-11	1	-5	-14	0.5
CCOC(=O)N1CCN(C(=O)CSc2nnc(Cc3ccccc3)o2)CC1	-1	4.8	0.7	-0.3	-24	0	-15	1	-5	3.5
CCC(C)(C)C1CCc2c(sc(NC(=O)c3ccoc3C)c2C(N)=O)C1 (stereo unspecified)	8	2.9	-0.4	-2.0	0	.	2	-2	-15	-1.2
CCCn1c(N2CCN(C(=O)N3CCCCC3)CC2)nc2ccccc21	-61	1.5	0.2	-0.8	-8	2	14	-4	0	1.7
Cc1[nH]c2ccccc2c1CCO	23	1.4	1.1	-4.0	-5	.	-6	0	-22	0.0
CCOc1ccc(NC(=O)C2CCN(C(=O)NCc3ccccc3)CC2)cc1	-23	2.4	1.6	0.6	-3	.	10	3	-8	2.5
O=C(c1ccc(N2CCN(C(=O)c3ccccc3Br)CC2)cc1)c1cccc(F)c1	-57	0.6	-1.3	-3.5	-2	-4	4	-3	-8	-0.1
CC(=O)c1ccc(Nc2nc(C)cc(C)n2)cc1	-38	2.6	0.0	0.3	3	22	-3	0	-9	-0.7
COc1ccc(N(C(=O)c2ccco2)C(C(=O)NC2CCCC2)c2cccs2)cc1OC (stereo unspecified)	-3	1.8	-2.2	0.0	3	.	1	-3	-10	-0.2
CCCc1nc2ccccc2c(=O)n1N	3	1.7	0.3	-2.0	0	.	4	-3	-8	0.2
O=C(O)c1n[nH]nc1-c1ccccc1	11	3.1	-4.4	0.2	-3	.	-4	-2	-1	-1.5
Clc1ccc(CNc2ncccn2)cc1	7	1.4	.	0.3	5	-4	2	5	-13	.
NS(=O)(=O)c1ccc(NC(=O)CSc2nc(Nc3ccccc3)nc(N3CCOCC3)n2)cc1	15	0.2	0.1	-2.9	13	-3	-3	-4	-17	2.1
Cc1ccc(Nc2nc(C)c3c(n2)CC(C)CC3=O)c(C)c1 (stereo unspecified)	7	-1.5	2.8	-0.1	4	0	-1	-6	1	1.2

Some of the entries so far, as labelled records.
> CCOc1ccc(NC(=O)C2CCN(C(=O)NCc3ccccc3)CC2)cc1
  PfHsp90 yeast 2: -23 | phage Ecoli inh: 2.4 | E coli growth: 1.6 | CAL PDZ inh: 0.6 | Rtt109 HAT inh: -3 | Wnt bcat act: . | Tat export inh: 10 | DAGLB inh: 3 | PvdQ inh: -8 | AddAB inh: 2.5
> O=C(O)c1n[nH]nc1-c1ccccc1
  PfHsp90 yeast 2: 11 | phage Ecoli inh: 3.1 | E coli growth: -4.4 | CAL PDZ inh: 0.2 | Rtt109 HAT inh: -3 | Wnt bcat act: . | Tat export inh: -4 | DAGLB inh: -2 | PvdQ inh: -1 | AddAB inh: -1.5

Screens (PubChem)
